CHOP UPR activ: activators of apoptotic CHOP UPR arm, primary screen, cell-based, CHO-CHOP luciferase reporter, luminescence, uHTS. UPR activation; percent of tunicamycin response over DMSO baseline. activation, % at 10 µM. 330,000 tested, 0.34% active. AID 449763, 2010;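 active = at 10 µM dose, activation of 40% or more, normalized to positive control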;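 note: 100% = tunicamycin at 10 µg/mL and 0% = DMSO alone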
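measured by = luciferase luminescence | assay system = CHO-CHOP cells, stable luciferase reporter of PERK-eIF2a-CHOP signalling | amount = 500 reporter cells seeded per well | timing = 6 h compound exposure at 37 °C after overnight seeding | controls = positive tunicamycin 10 µg/mL, negative DMSO alone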
697 NFkB inh: inhibitors of PMA/ionomycin-induced NF-kB reporter, 697 cells, primary screen, B-cell NF-kB inhibitor project, cell-based, luminescence, uHTS | 697 B-cell NF-kB luciferase reporter, 16 h | inhibition, % at 4 µM | 330,000 tested, 0.33% active | AID 435022, 2010; in the data active = inhibition above about 35%
Mdm2-MdmX inh: inhibitors of human Mdm2-MdmX association, primary screen, cell-based, luminescence, split luciferase, SaOS-2, uHTS | 330,000 tested, 3% active | inhibition, % at 8 µM | Protein Mdm4 (Homo sapiens) + E3 ubiquitin-protein ligase Mdm2 (Homo sapiens), … | SaOS-2 split-luciferase Mdm2/MdmX complementation;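 active = inhibition of at least 50% at 8 µM in the primary screen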
Target sequence (O15151 whole entry, looked up): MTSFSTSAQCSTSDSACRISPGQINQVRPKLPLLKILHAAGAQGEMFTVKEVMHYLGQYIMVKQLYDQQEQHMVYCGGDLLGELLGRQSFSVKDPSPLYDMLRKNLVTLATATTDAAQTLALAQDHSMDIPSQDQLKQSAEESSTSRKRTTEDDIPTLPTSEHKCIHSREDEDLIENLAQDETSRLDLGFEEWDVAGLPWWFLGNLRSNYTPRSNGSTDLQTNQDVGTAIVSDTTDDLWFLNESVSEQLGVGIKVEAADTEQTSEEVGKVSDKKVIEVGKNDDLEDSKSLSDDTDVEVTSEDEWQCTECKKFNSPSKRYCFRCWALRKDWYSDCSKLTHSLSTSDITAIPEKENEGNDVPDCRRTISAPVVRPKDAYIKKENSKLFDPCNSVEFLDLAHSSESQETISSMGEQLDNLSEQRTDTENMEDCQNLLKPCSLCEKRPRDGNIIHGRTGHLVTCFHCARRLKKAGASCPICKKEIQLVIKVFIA
Target sequence (Q00987 whole entry, looked up): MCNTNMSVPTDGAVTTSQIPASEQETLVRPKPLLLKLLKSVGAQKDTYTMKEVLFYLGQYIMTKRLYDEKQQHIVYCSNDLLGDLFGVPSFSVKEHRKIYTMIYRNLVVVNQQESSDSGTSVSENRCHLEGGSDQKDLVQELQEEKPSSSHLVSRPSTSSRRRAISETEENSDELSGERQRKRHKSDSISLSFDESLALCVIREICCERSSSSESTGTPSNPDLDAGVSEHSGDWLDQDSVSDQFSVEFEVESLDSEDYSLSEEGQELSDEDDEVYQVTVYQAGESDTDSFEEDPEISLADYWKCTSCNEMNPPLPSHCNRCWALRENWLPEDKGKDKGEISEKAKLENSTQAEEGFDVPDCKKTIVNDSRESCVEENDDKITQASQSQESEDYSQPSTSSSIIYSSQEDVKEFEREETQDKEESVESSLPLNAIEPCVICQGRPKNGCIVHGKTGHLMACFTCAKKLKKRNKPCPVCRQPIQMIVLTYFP
tim23-1 inh: growth inhibitors of tim23-1 mutant yeast, primary screen, luminescence, uHTS | S. cerevisiae tim23-1 growth, BacTiter-Glo luminescence, 24 h | inhibition, % at 20 µM | 330,000 tested, 1.3% active | AID 463212, 2010;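 active = growth inhibition of the mutant yeast at or above 50%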;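 note: temperature-sensitive mutant grown at 25 °C; plate controls were DMSO-treated mutant yeast for no effect and medium wells lacking yeast for full effect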
TIM10 inh: growth inhibitors of isogenic TIM10 control yeast, primary screen, counter-screen for tim10-1 yeast inhibitor project, luminescence, uHTS | S. cerevisiae TIM10 strain growth, BacTiter-Glo luminescence, 24 h | 330,000 tested, 1.4% active | AID 463195, 2010 | inhibition, % at 10 µM;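 active = inhibition of 40% or more at the single tested concentration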;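 note: wild-type TIM10 isogenic control strain grown at permissive 25 °C; 0% = DMSO yeast wells and 100% = minimal medium wells without yeast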
tim10-1 inh: growth inhibitors of tim10-1 mutant yeast, primary screen, luminescence, uHTS; S. cerevisiae tim10-1 ts strain growth, BacTiter-Glo, 24 h; inhibition, % at 20 µM; 330,000 tested, 2.2% active;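 active = inhibition of at least 40%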;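 note: mutant grown at 25 °C; 0% = DMSO wells with yeast and 100% = wells holding no yeast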
Jurkat NFkB inh: inhibitors of induced NF-kB luciferase reporter, primary screen, TCR NF-kB activation inhibitor project, cell-based, luminescence, uHTS; Jurkat, PMA/ionomycin-induced NF-kB luciferase reporter; 330,000 tested, 0.53% active; AID 435003, 2010; inhibition, % at 4 µM; in the data active = inhibition above about 50%
UPR XBP1 act: activators of adaptive XBP1 UPR arm, primary screen, cell-based, CHO-XBP1 luciferase reporter, luminescence, uHTS; AID 463104, 2010; 330,000 tested, 0.33% active; activation, % at 20 µM; IRE1-XBP1 UPR activation; percent of tunicamycin response, DMSO as zero;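 active = versus positive control, 20 µM dose yields 30% or more activation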;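 note: 100% = tunicamycin at 10 µg/mL and 0% = DMSO only wells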
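Signal: luciferase luminescence; Assay system: CHO-XBP1 luciferase reporter cells; Amount: one thousand reporter cells per well; Dosing: 20 µM single concentration, DMSO 1%; Benchmarks: high control tunicamycin 10 µg/mL final, low control DMSO vehicle only; Schedule: 6 h compound exposure at 37 °C, 5% CO2; Evaluation: percent activation relative to tunicamycin reference.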
The depositor's hits bear a star; . = not tested or not shown.

SMILES	CHOP UPR activ	697 NFkB inh	Mdm2-MdmX inh	tim23-1 inh	TIM10 inh	tim10-1 inh	Jurkat NFkB inh	UPR XBP1 act
CCn1c(SCC(=O)N2CCOCC2)nc2sc3c(c2c1=O)CCCC3	-0.6	-6	22	23	7	8	0	-2
CCc1cc(=O)oc2c(C)c(O[C@@H]3O[C@H](CO)[C@@H](O)[C@H](O)[C@H]3O)ccc12	0.8	12	-13	17	12	-4	-18	7
Cc1ccc(NS(=O)(=O)c2ccc(-c3coc(C)n3)cc2)c(Br)c1	5.6	-12	18	50	26	57*	8	-6
Cc1ccc(S(=O)(=O)N2CCOCC2)cc1C(=O)Nc1ccc2c(c1)CCC2	1.6	11	17	10	7	11	-4	0
COc1ccc(/C=C/C(=O)O/N=C(\N)c2ccccn2)cc1OC	0.7	-111	-84	7	15	5	-21	2
Cc1ccc(NC(=O)CCCn2nc(C)c3c(C)n(-c4ccccc4)nc3c2=O)c(Cl)c1	1.6	-9	43	20	13	21	13	-3
COc1ccc(NC(=O)C2CCCN(S(C)(=O)=O)C2)c(OC)c1 (stereo not drawn)	1.1	8	15	8	-9	10	2	-5
CCOC(=O)c1c(CSc2ccsc2)n(C)c2cc(Br)c(O)c(CN(C)C)c12	2.2	-23	24	32	14	9	-8	0
COc1ccc(C)cc1NC(=O)CCS(=O)(=O)c1ccc2c(c1)CCN2C(C)=O	-1.3	19	-13	4	5	7	0	-2
Cc1ccc(-c2nn(Cc3ccccc3)cc2/C=C/C(=O)O)cc1	-1.6	-5	5	10	2	22	-2	4
CCn1c(COc2ccc(=O)n(-c3ccccc3)n2)nnc1SCc1ccccc1	1.5	-7	10	21	3	29	20	0
CCOC(=O)COc1ccc(S(=O)(=O)NCc2cccnc2)cc1	-1.0	22	0	6	12	17	7	-1
CCOc1cccc2cc(C(=O)OCC(=O)Nc3c(C)cccc3CC)c(=O)oc12	5.1	24	10	-7	2	-5	-2	0
C=CCSc1nnc2n(-c3ccccc3OC)c(=O)c3c4c(sc3n12)CCC4	-3.0	8	-28	23	23	15	4	-5
CCOC(=O)C1C2C=CC3(CN(CCc4ccccc4)C(=O)C13)O2 (stereo not drawn)	0.4	4	12	13	-2	4	-4	-4
CCN(CC)S(=O)(=O)c1ccc(N2CCCC2)c(NC(=O)Cc2ccccc2)c1	0.3	8	24	9	2	14	-13	-1
COc1cc(OC)c(OC)cc1CN1CCCC(C(=O)c2sccc2C)C1 (stereo not drawn)	0.2	8	27	10	-8	-4	-15	-3
O=C(CN(Cc1ccccc1Cl)C(=O)c1csnn1)NCc1ccc(F)cc1	0.0	3	-7	0	7	-14	0	-2
NNC(=S)NC1CCCCC1	-0.5	1	5	28	13	6	5	0
CCOC(=O)CNC(=O)CSc1nc(Cc2ccccc2)nc2ccccc12	4.0	5	31	18	-19	-13	6	-5
C#CCSc1nc(N)c2c(n1)OC(N)=C(C#N)C2c1cccnc1 (stereo not drawn)	0.0	15	-6	16	-4	3	8	3
CCOc1ccc(CCNC(=O)Cn2nc(C)n3cccc3c2=O)cc1OCC	-0.9	-2	8	9	7	-13	12	-1
O=C1c2ccccc2C(=O)N1CCCP(=O)(O)CCc1ccccc1	-2.7	9	24	-5	-14	-5	2	-4
CCOC(=O)CC(Nc1nc(N2CCOCC2)nc(N2CCOCC2)n1)c1ccccc1Cl (stereo not drawn)	-1.7	4	19	17	-2	7	8	-3
CCC(C)[C@H](NC(=O)N1c2ccccc2NC(=O)[C@@H]1C(C)C)C(=O)N[C@@H](Cc1ccccc1)C(=O)O (stereo partly drawn)	-1.8	13	23	-8	1	-15	-4	-2
O=C1COc2ccc(C(=O)C[n+]3cccc(O)c3)cc2N1	0.1	17	17	3	1	-9	1	-4
N#Cc1c(C(F)(F)F)cc(C2CC2)nc1N1CCCC1	-2.0	6	-5	16	11	-1	-4	-2
O=S(=O)(c1ccc2nc(N3CCN(c4ccccc4F)CC3)ccc2c1)N1CCCCC1	1.1	-15	15	0	7	-7	16	-1
Cc1cc(=O)cc(C)n1-c1ccccc1N1CCOCC1	0.1	10	6	9	2	10	4	-2
Nc1ccc(C(=O)N2CCN(S(=O)(=O)/C=C/c3ccccc3)CC2)cc1[N+](=O)[O-]	2.4	3	-4	16	11	15	13	-2

Single records, from the list above.
Listed for `O=S(=O)(c1ccc2nc(N3CCN(c4ccccc4F)CC3)ccc2c1)N1CCCCC1` = CHOP UPR activ: 1.1; 697 NFkB inh: -15; Mdm2-MdmX inh: 15; tim23-1 inh: 0; TIM10 inh: 7; tim10-1 inh: -7; Jurkat NFkB inh: 16; UPR XBP1 act: -1
Listed for `CCn1c(COc2ccc(=O)n(-c3ccccc3)n2)nnc1SCc1ccccc1` = CHOP UPR activ: 1.5; 697 NFkB inh: -7; Mdm2-MdmX inh: 10; tim23-1 inh: 21; TIM10 inh: 3; tim10-1 inh: 29; Jurkat NFkB inh: 20; UPR XBP1 act: 0
Listed for `O=C1c2ccccc2C(=O)N1CCCP(=O)(O)CCc1ccccc1` = CHOP UPR activ: -2.7; 697 NFkB inh: 9; Mdm2-MdmX inh: 24; tim23-1 inh: -5; TIM10 inh: -14; tim10-1 inh: -5; Jurkat NFkB inh: 2; UPR XBP1 act: -4

Given with each value named: entries from further up
> CCOC(=O)CC(Nc1nc(N2CCOCC2)nc(N2CCOCC2)n1)c1ccccc1Cl (stereo not drawn)
- CHOP UPR activ: -1.7
- 697 NFkB inh: 4
- Mdm2-MdmX inh: 19
- tim23-1 inh: 17
- TIM10 inh: -2
- tim10-1 inh: 7
- Jurkat NFkB inh: 8
- UPR XBP1 act: -3

> CCC(C)[C@H](NC(=O)N1c2ccccc2NC(=O)[C@@H]1C(C)C)C(=O)N[C@@H](Cc1ccccc1)C(=O)O (stereo partly drawn)
- CHOP UPR activ: -1.8
- 697 NFkB inh: 13
- Mdm2-MdmX inh: 23
- tim23-1 inh: -8
- TIM10 inh: 1
- tim10-1 inh: -15
- Jurkat NFkB inh: -4
- UPR XBP1 act: -2

> O=C1COc2ccc(C(=O)C[n+]3cccc(O)c3)cc2N1
- CHOP UPR activ: 0.1
- 697 NFkB inh: 17
- Mdm2-MdmX inh: 17
- tim23-1 inh: 3
- TIM10 inh: 1
- tim10-1 inh: -9
- Jurkat NFkB inh: 1
- UPR XBP1 act: -4

Three entries from above, ordered by their value in 697 NFkB inh, ascending:
structure,697 NFkB inh,Mdm2-MdmX inh,Jurkat NFkB inh,UPR XBP1 act
CCOC(=O)c1c(CSc2ccsc2)n(C)c2cc(Br)c(O)c(CN(C)C)c12,-23,24,-8,0
CCn1c(SCC(=O)N2CCOCC2)nc2sc3c(c2c1=O)CCCC3,-6,22,0,-2
COc1ccc(NC(=O)C2CCCN(S(C)(=O)=O)C2)c(OC)c1 (stereo not drawn),8,15,2,-5

More records:
SMILES	CHOP UPR activ	697 NFkB inh	Mdm2-MdmX inh	tim23-1 inh	TIM10 inh	tim10-1 inh	Jurkat NFkB inh	UPR XBP1 act
COc1ccc(Cl)cc1NC(=O)Cn1nnc(C(=O)NCc2ccc3c(c2)OCO3)c1N	4.3	-28	41	2	-18	-7	-3	0
Cc1ccc(/C=C2\SC(=S)N(CCCC(=O)Nc3cc(C)on3)C2=O)cc1	-1.3	53*	7	6	10	14	-5	-9
C#CC(CC)(CC)NC(=O)Nc1ccccc1C(=O)OC	-1.1	-7	-18	10	7	14	-9	-1
COc1ccc(-c2noc(CCC(=O)NCCc3ccccc3)n2)cc1OC	0.9	-6	-10	8	-4	20	-28	-3
CN(C)CCC(=O)C(Cc1ccccc1)c1ccccc1 (stereo not drawn)	4.3	-19	19	31	23	45*	10	-5
CCCCOC(=O)Nc1ccc(C)c(Cl)c1	4.9	-97	-39	16	-13	11	-106	9
Cc1ccnc(NC(=O)CCCc2ccccc2)c1	1.8	-11	-46	16	-1	7	-46	0
O=C(O)c1ccccc1-c1nnc2c(Cl)cc(C(F)(F)F)cn12	-1.7	6	5	2	5	1	8	2
COC(=O)C[C@H](NC(=O)Cn1cnc2c(NCc3ccccc3)ncnc21)C(=O)OC	3.6	5	40	34	-8	14	.	4
N=C1C(c2nc3ccccc3s2)=C(O)CN1Cc1ccco1	4.3	-63	-25	33	25	17	-41	4
Cc1ccc(C(=O)Nc2ccc(Cl)cc2C(F)(F)F)c(Cl)c1	3.6	-22	-27	18	6	13	-20	1
Cc1nc(N2CCCCC2)sc1C=O	0.5	-16	-2	14	4	-8	0	-1
Cc1cccc(NC(=O)CCC(=O)N/N=C/c2ccco2)c1	-0.9	13	9	-4	-3	2	-8	3
CCCC(O)(CCC)C(=O)NN(C(=O)CCl)c1cccc(C)c1	0.4	12	94*	12	32	31	3	-3
COc1cccc(CC2(CO)CCCN(Cc3nc(-c4cccs4)oc3C)C2)c1 (stereo not drawn)	3.2	-12	-11	24	-4	14	-10	1
COC(=O)c1scc(C)c1NC(=O)C1CCCCC1	-1.2	0	-21	3	-7	3	6	0
CC1CCCC(C)N1/N=C/c1ccc(O)c(O)c1 (stereo not drawn)	-0.2	5	14	-11	1	-16	15	1
Cn1nc(C(F)(F)F)c(-c2ccc(F)cc2)c1NC(=O)c1cccnc1	0.3	6	2	-3	4	-11	9	0
COC(=O)NCC(c1cccnc1)N1CCN(c2ccccc2)CC1 (stereo not drawn)	-0.3	13	4	2	-9	8	7	0
CC(=O)Nc1ccc(S(=O)(=O)N(C)CC(=O)OCC(=O)N2CCc3ccccc32)cc1	-0.3	19	-16	14	5	10	7	-2
Cc1ccc(OCC(=O)N(C)CC(=O)Nc2cccc(F)c2)cc1	1.8	10	8	11	7	10	-2	-3
COc1cccc(Nc2ccccc2C(=O)O)c1	2.3	-4	-19	16	-11	4	-1	2
O=C(COc1ccc2ccccc2c1Br)N1CCCC1	8.3	-14	19	30	-6	24	-13	0
O=C(Nc1ccc(C(=O)NCc2ccc(F)cc2)cc1)C1=CSCCO1	3.0	-24	-23	27	1	30	-14	1
COc1ccc(S(=O)(=O)NCc2ccc(C(=O)NCCCN3CCCC(C)C3)cc2)cc1 (stereo not drawn)	0.0	-1	19	-2	-4	1	-18	-3
O=S(=O)(c1ccc(SCc2ccccc2)nc1)N1CCCCCC1	2.6	5	-8	5	-5	9	1	1
Cc1cccc(NS(=O)(=O)c2cc(C(=O)N3CCOCC3)ccc2Cl)c1	-1.4	16	14	4	-2	2	7	2
O=C(CC1C(=O)NCCN1Cc1ccccc1C(F)(F)F)NCCN1CCOCC1 (stereo not drawn)	1.9	14	12	-8	3	4	1	-3
CCOC(=O)C1C(c2ccc(OC)cc2)N(C)OC1(O)C(F)(F)F (stereo not drawn)	-0.3	7	31	-1	16	6	13	-2
CC(C)c1ccc2[nH]c3c(c2c1)CCCC3=O	1.3	-5	20	12	15	17	-6	-1
COc1ccc(/C=C/C(=O)OCC(=O)Nc2ccc3[nH]c(=O)[nH]c3c2)cc1OC	-1.0	17	5	-22	-12	-13	5	0
COc1ccccc1N(CC(=O)Nc1ccccc1C(F)(F)F)S(=O)(=O)c1cccs1	1.5	1	-20	35	8	6	-16	-1

Hits appear at their usual frequency; overall some 6.6% were active at least once.
